AI-2 QS mod – Vibrio harveyi AI-2 quorum sensing modulators, primary screen, JMH597 strain, luminescence/OD600 ratio. Vibrio harveyi JMH597 AI-2 luminescence/OD600 ratio, 9 h; active compounds read low; strain lacks LuxN and CqsS sensors; 0 = neutral-control median. activity change, % at 7.5 µM. 300,000 compounds, 0.4% hits. AID 2094, 2009; in the data active = activity change below about -75%, passing the limit was not always enough; inconclusive = no clear call, values can overlap the other calls;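 note: luminescence divided by OD600 gain over 9 h not by final OD600 alone; inactives centre near 13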
Platelet DG rel – inhibitors of platelet dense granule secretion, primary screen, cell-based, MLPCN, human platelets; human platelet-rich plasma, SFLLRN dense granule ATP release, luminescence; inhibition, %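 (compounds screened at 7.5 µM in platelet-rich plasma)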; 300,000 compounds, 0.22% hits;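 active = mean replicate score, as percent of positive control, at or above 50; inconclusive = mean below 50 but at least one replicate at or above 50; inactive = mean and every replicate below 50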
GSK3A inh – blockers of GSK3A enzyme activity – biochemical, luminescence, cell-free homogeneous, HTS, primary screen; inhibition, % at 10 µM; AID 2650, 2010; GSK-3 alpha kinase, ADP-Glo luminescence, 60 min; 320,000 compounds, 0.1% hits;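 in the data active = inhibition above about 50%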;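 note: GST-tagged GSK-3 alpha with peptide substrate and 25 µM ATP; 0% = DMSO neutral wells and 100% = GW8510 positive control wells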
Target sequence (P49840 whole entry, looked up): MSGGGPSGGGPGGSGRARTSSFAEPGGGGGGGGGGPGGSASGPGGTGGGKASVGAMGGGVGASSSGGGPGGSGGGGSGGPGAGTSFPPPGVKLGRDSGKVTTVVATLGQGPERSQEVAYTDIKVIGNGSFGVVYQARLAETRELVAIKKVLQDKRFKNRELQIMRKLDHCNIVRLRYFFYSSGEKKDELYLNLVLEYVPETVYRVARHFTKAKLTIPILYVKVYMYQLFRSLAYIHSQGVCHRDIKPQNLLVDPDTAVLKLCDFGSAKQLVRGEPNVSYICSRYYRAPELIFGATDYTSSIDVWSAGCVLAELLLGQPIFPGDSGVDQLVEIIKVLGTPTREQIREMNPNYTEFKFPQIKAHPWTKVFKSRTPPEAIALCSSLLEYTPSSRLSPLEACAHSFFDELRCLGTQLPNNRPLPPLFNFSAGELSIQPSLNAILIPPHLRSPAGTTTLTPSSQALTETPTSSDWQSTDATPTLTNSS
HDAC3 inhib – HDAC3 deacetylase inhibitors, primary screen, biochemical, fluorescence, cell-free homogeneous. inhibition, % at 8.3 µM. Histone deacetylase 3 (Homo sapiens), O15379. recombinant HDAC3, fluorogenic peptide/trypsin coupled. 320,000 compounds, 0.15% hits; in the data active = inhibition above about 26%, passing the limit was not always enough; inconclusive = no clear call, values can overlap the other calls
Target sequence (O15379 whole entry, looked up): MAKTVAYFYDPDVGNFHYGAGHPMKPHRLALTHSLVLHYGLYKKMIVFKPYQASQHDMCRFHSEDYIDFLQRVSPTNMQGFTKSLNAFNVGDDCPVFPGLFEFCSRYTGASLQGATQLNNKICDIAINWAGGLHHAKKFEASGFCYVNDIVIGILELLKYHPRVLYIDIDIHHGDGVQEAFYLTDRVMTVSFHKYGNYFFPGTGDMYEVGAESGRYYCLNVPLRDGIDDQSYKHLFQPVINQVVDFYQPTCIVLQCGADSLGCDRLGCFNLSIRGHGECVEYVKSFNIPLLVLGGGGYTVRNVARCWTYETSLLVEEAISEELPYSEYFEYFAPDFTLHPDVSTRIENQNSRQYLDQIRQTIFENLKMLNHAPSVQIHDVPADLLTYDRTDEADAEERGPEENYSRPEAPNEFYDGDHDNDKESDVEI
HSP90 inh – HSP90 inhibitors, primary screen, cell lysate, luminescence | Heat shock protein HSP 90 (rabbit reticulocyte lysate; luciferase refolding) | Rabbit reticulocyte lysate, luciferase refolding luminescence, 3 h | inhibition, % at 5.6 µM | 290,000 compounds, 0.91% hits | AID 1789, 2009;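 active = inhibition above the screen-wide mean plus 3 SD, computed separately per campaign, cut at about 16% in these data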;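 note: 0% = DMSO wells and 100% = 60 µM geldanamycin wells; inhibitors lower the luminescence because luciferase stays unfolded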
HSF1 inh – HSF1 inhibitors in luciferase reporter cells, primary screen, cell-based, NIH3T3, luminescence. NIH3T3-HGL HSE-luciferase, MG132-induced, luminescence 8 h; active compounds read low. activity change, negative = inhibition, % at 7.5 µM (by protocol). 300,000 compounds, 0.77% hits. AID 2098, 2009;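 active = more than half of replicate wells show activity change below -50%, luminescence cut by over half; inconclusive = some wells, but at most half, below -50%; inactive = no replicate well below -50%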;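 note: luciferase reports HSF-1 transcriptional activity via heat shock element; 0% = median of DMSO wells and -100% = zero luminescence signal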
GSK3B inh – human GSK3beta kinase inhibitors, primary screen, biochemical, cell-free homogeneous, HTS; Glycogen synthase kinase-3 beta (Homo sapiens), P49841; GST-GSK3beta kinase, ADP-Glo luminescence, 60 min; active compounds read low; activity score (negative = inhibition), % at 10 µM; 300,000 compounds, 0.038% hits; AID 2097, 2009;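 active = more than half of replicate wells score below -50%, meaning over 50% inhibition versus plate controls; inconclusive = some replicates but at most half score below -50%; inactive = no replicate scores below -50%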;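 note: 0% = median DMSO wells and -100% = median GW8510 positive control wells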
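Test system: GST-fused GSK3beta enzyme, cell-free | Quantity: 1.6 ng GST-GSK3beta enzyme per well | Reagent: 25 µM ATP with peptide substrate | Schedule: 60 min enzyme reaction, room temperature | Signal: Luminescent ADP-Glo measurement of ADP formed | Read-out basis: Score relative to plate controls | Control set: DMSO and 20 µM GW8510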
HSF-1 act – HSF-1 activators, primary screen, NIH3T3-HGL cells, MG132 stress, luminescence, single point; NIH3T3-HGL HSF-1 luciferase reporter, 8 h; 100% = twice DMSO control signal; activation, % at 9 µM; 300,000 compounds, 1.7% hits;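 active = mean replicate activation of at least 50% with a set share of replicates each reaching 50%; inconclusive = only one of those two conditions met; inactive = mean below 50% and too few replicates reaching it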;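 note: 0% = median of the neutral control wells and 100% = twice that signal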
PolyA inhibitor – polyadenylation inhibitors in yeast reporter cells, primary screen, luminescence, S. cerevisiae | S. cerevisiae SKY197-pL101 polyadenylation reporter, beta-gal luminescence; efflux-impaired pdr1/pdr3 knockout yeast; score 100 = 6 SD above DMSO | calls only at 12 µM | 300,000 compounds, 0.02% hits | AID 1875, 2009;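 active = lowest replicate activity score at least 50, where 100 means six control SD above control mean; inconclusive = lowest score under 50 but half or more replicates reach 50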;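 note: yeast exposed to compound for 9 h at 30 °C; higher score means more reporter readthrough which indicates perturbed polyadenylation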
Dyrk1A ADPGlo – rat Dyrk1A kinase inhibitors, primary screen, biochemical, single point, plate reader; Dual specificity tyrosine-phosphorylation-regulated kinase 1A (Rattus norvegicus), Q63470; ADP-Glo luminescence, NFATc1 peptide; 310,000 compounds, 0.43% hits; AID 504441, 2011; inhibition, % at 12.5 µM; in the data active = inhibition above about 50%;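 note: plate controls were vehicle with enzyme for no effect and no enzyme for full effect; many of its hits are not listed in these tables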
* marks the source's active call; other numbers are inactive results; i = inactive; u = inconclusive; x = not tested or not shown. This is a subset; rates above refer to the full screens.

SMILES	AI-2 QS mod	Platelet DG rel	GSK3A inh	HDAC3 inhib	HSP90 inh	HSF1 inh	GSK3B inh	HSF-1 act	PolyA inhibitor	Dyrk1A ADPGlo
O=C(Nc1cccc(F)c1)c1cc(S(=O)(=O)N2CCC(C(=O)O)CC2)ccc1F	26	-12	-3	-1	5	-1	1	-2	i	3
NC(=O)c1sc2nc3c(c(-c4cccs4)c2c1N)CCCCC3	25	-2	7	-2	-4	u	-2	-60	i	1
CN1CCN(c2ccc(NC(=O)c3ccc(-c4cccc([N+](=O)[O-])c4)o3)cc2)CC1	-4	0	4	5	-1	-1	1	10	i	3
Cc1cc(C)nc(N/N=C/c2ccccc2OCc2ccc(Br)cc2)n1	18	-6	-3	5	-2	21	-1	28	i	-5
O=C(COc1ccccc1)NNC(=O)c1cccs1	16	1	1	-6	-1	1	1	11	x	5
CCc1nc2sc3ccccc3c(=O)c2c(=O)n1CCOC	17	1	0	-12	-4	0	3	5	i	9
CNc1ccc(/C=C/C(=O)c2cccc3ccccc23)cc1[N+](=O)[O-]	18	-5	1	4	2	-1	2	8	i	-4
Cc1cccc(C(=O)NC2CCN(C(=O)Nc3ccc(F)cc3)CC2)c1	-3	-3	0	0	0	-54*	2	-63	i	3
CCc1ccc(Nc2nnc(SC3CCOC3=O)s2)cc1 (centres undefined)	u	1	0	-2	-6	12	2	11	i	-5
CC1C(=O)N2CCCc3cc(S(=O)(=O)N4CCN(c5ccccc5F)CC4)cc1c32 (centres undefined)	-5	0	1	-1	3	5	-1	5	i	-5
CCN(C(=O)COc1ncnc2scc(-c3ccc(F)cc3)c12)C1CCS(=O)(=O)C1 (centres undefined)	-26	-1	3	-5	0	1	-2	-7	i	5
CCC(=O)N(Cc1cc2ccc(C)cc2n2nnnc12)C1CCCCC1	7	13	-3	-1	-2	4	0	-13	i	-1
COC(CNC(=O)CCc1c(C)nc2c(c(C)nn2-c2ccc(C)cc2)c1C)OC	12	1	-1	7	10	-4	-27	-14	i	8
COc1ccc(CN2CCN(Cc3ccc(C(F)(F)F)cc3)CC2)cc1	8	5	-2	4	2	5	2	27	i	-5
COc1ccc(S(=O)(=O)CC(=O)c2cc3cccc(C)c3oc2=O)cc1	17	-10	2	1	-1	0	-3	8	i	4
COc1ccc(/C(N)=N/OC(=O)CCc2ccccc2)cc1OC	15	-5	-3	-10	-3	20	2	28	i	19
O=C(NC1CCCCC1)C(c1ccccc1F)N(Cc1ccco1)C(=O)Cn1nnc2ccccc21 (centres undefined)	20	-4	x	-7	-1	13	3	43	i	3
Cc1cccc(C)c1NC(=O)Cn1nnnc1N	0	-21	-9	-1	1	-2	-1	-7	i	-1
CC(O)CNc1ncnc2nc[nH]c12 (centres undefined)	7	-7	3	-2	-4	-8	-1	4	i	1
COC(=O)c1ccc(C2C(Oc3ccccc3C)C(=O)N2CCc2ccc(OC)c(OC)c2)cc1 (centres undefined)	27	2	1	0	5	-1	2	27	i	-2
Cn1c(=O)[nH]c(=O)c2c1nc(SCC(=O)O)n2Cc1ccccc1	10	0	-1	12	0	3	3	1	x	x
CCOc1ccc(CCNC(=O)C2CC(=O)N(CCc3ccc(OC)c(OC)c3)C2)cc1OCC (centres undefined)	26	-1	-3	1	x	3	3	-12	i	1
O=C(O)c1ccc([N+](=O)[O-])c(CS(=O)(=O)c2ccccc2)c1	6	-2	-2	4	-3	0	-1	-3	i	0
NC(=O)COc1ccc(NC(=O)CC23CC4CC(CC(C4)C2)C3)cc1	4	1	-1	-6	-4	-5	4	1	i	-2
COc1ccc(-c2noc(CCCc3ccccc3)n2)cc1OC	12	18	-1	5	0	0	0	9	i	5

Arranged by the number under HDAC3 inhib (rising): some entries from above
SMILES	AI-2 QS mod	Platelet DG rel	GSK3A inh	HDAC3 inhib	HSP90 inh	HSF1 inh	GSK3B inh	HSF-1 act	PolyA inhibitor	Dyrk1A ADPGlo
CCC(=O)N(Cc1cc2ccc(C)cc2n2nnnc12)C1CCCCC1	7	13	-3	-1	-2	4	0	-13	i	-1
COc1ccc(CN2CCN(Cc3ccc(C(F)(F)F)cc3)CC2)cc1	8	5	-2	4	2	5	2	27	i	-5
COc1ccc(-c2noc(CCCc3ccccc3)n2)cc1OC	12	18	-1	5	0	0	0	9	i	5
COC(CNC(=O)CCc1c(C)nc2c(c(C)nn2-c2ccc(C)cc2)c1C)OC	12	1	-1	7	10	-4	-27	-14	i	8

The listing picks up, starting 2 compounds before the break.
SMILES	AI-2 QS mod	Platelet DG rel	GSK3A inh	HDAC3 inhib	HSP90 inh	HSF1 inh	GSK3B inh	HSF-1 act	PolyA inhibitor	Dyrk1A ADPGlo
NC(=O)COc1ccc(NC(=O)CC23CC4CC(CC(C4)C2)C3)cc1	4	1	-1	-6	-4	-5	4	1	i	-2
COc1ccc(-c2noc(CCCc3ccccc3)n2)cc1OC	12	18	-1	5	0	0	0	9	i	5
COc1ccc(C)cc1NC(=O)CCCN1C(=S)NC(C)(C)CC1C (centres undefined)	-1	-2	-3	-1	4	-10	2	6	i	8
Nc1nc(SCC(=O)c2ccc(F)cc2)n[nH]1	19	0	-1	-6	-4	-4	4	1	i	4
O=C(Nc1ccccn1)[C@@H]1CCC(=O)N1C(=O)OCc1ccccc1	7	3	1	-5	-3	-6	-2	-10	i	3
COc1ccc(C(=O)NNC(=S)NC(=O)c2cccnc2)cc1	u	29	3	u	1	-1	6	-17	i	x
CCc1ccc(Nc2nnc(SCC(=O)N(C)CC(=O)Nc3ccccc3CC)s2)cc1	33	6	-2	-6	-3	5	3	12	i	-4
COc1cc(/C=N/NC(=O)CSc2nc3ccccc3n2C)cc(OC)c1OC	-13	1	-3	0	0	3	-4	6	i	-3
Cc1cc(C(=O)COC(=O)COc2ccc(C#N)cc2)c(C)n1C1CC1	5	10	-1	-1	x	1	-1	6	i	-1
CCC1CCCCN1CCCNC(=O)c1ccc(/C=C2/Sc3ccccc3NC2=O)cc1 (centres undefined)	34	6	6	1	4	1	2	5	i	10
COc1ccccc1OCC(=O)NCCS(=O)(=O)N1CCN(c2ccc(F)cc2)CC1	19	-7	4	u	2	-1	3	6	i	-2
CCN1C(=O)[C@H]2[C@@H](c3ccc(-c4ccc5c(c4)OCO5)cc3)N3CCC[C@@]3(C(=O)OC)[C@H]2C1=O	24	1	-1	-14	x	26	1	35	i	4
Cc1ccc2sc(N3CCN(CCNC(=O)c4ccco4)CC3)nc2c1C	-4	0	-1	6	x	0	-34	4	i	9
CCOC(=O)C1=C(c2ccccc2)Nc2ncnn2C1c1cccc(OC)c1OC (centres undefined)	8	-7	44	3	0	-1	-5	4	i	-3
Cc1onc(-c2ccccc2Cl)c1C(=O)N(C)C1CCCCC1	-2	1	-2	2	-1	7	-4	35	i	4
O=C(CN1C(=O)CC(c2ccco2)Sc2ccccc21)NCc1ccc2c(c1)OCO2 (centres undefined)	6	2	1	8	-1	20	-1	30	i	1
O=C(Nc1ccc2c(c1)OCCO2)N1CCN(c2ccccc2)CC1	40	-1	-2	-1	-4	-57*	4	-59	i	-4
Cc1cc(=O)n2[nH]c(COc3ccccc3)nc2n1	27	0	1	2	-2	-9	1	-8	i	-2
COC(=O)c1ccc(C)c(NC(=S)NCc2ccc(Cl)cc2)c1	1	-4	-5	-3	3	0	2	15	i	-5
O=C(NC1CC1)C1CCCN1C(=O)NC1CCCCC1 (centres undefined)	16	8	-1	x	1	-6	0	-20	i	-8
CCCC1=C(C(=O)OCC)C(c2ccc(NC(C)=O)cc2)NC(=O)N1 (centres undefined)	-13	-2	8	-5	0	-1	-3	-3	i	-1
O=C1C=C(N2CCCCCC2)C2(CCCCC2)O1	-2	15	-3	10	3	1	0	-2	i	2
CCC(C)C(NC(=O)OCc1ccccc1)C(=O)NCC(c1ccccc1)N(C)C (centres undefined)	19	0	0	0	4	-5	-1	2	i	-2
O=C(CSc1ccccc1)NN1C(=O)c2ccccc2C1=O	13	19	-8	-6	0	0	4	-8	i	x
CCOC(=O)N1CCN(C(=O)CCSc2ccc(C)cc2)CC1	14	-10	-3	1	-2	-4	2	-1	i	-3
CC(=O)N1c2c(cc(Br)cc2S(=O)(=O)NCC2COc3ccccc3O2)CC1C (centres undefined)	43	1	-1	-3	-1	-1	-5	-1	i	5
COc1cccc(CN(CC(=O)NC2CCCC2)C(=O)Cn2nnc(-c3cccs3)n2)c1	23	15	3	5	5	0	1	-5	i	4
CCCN(CCC)C(=O)CC(c1ccc(F)cc1)c1ccco1 (centres undefined)	40	2	2	-3	3	2	-2	4	i	4
COc1ccc2nc(SCC(=O)NC3CC3)c(C#N)cc2c1	x	-9	3	-4	-3	-5	x	13	i	1
CC(=O)Nc1ccc(Cl)c(C(N)=O)c1	17	-3	-1	3	1	-8	-1	-3	i	-4
CCN(CC)CCCNC(=O)c1ccccc1NC(=O)C1=CSCCO1	25	13	8	-5	1	-1	1	-5	i	4

Part of the list above, as labelled records.
COc1ccc(C(=O)NNC(=S)NC(=O)c2cccnc2)cc1
  AI-2 QS mod: u	Platelet DG rel: 29	GSK3A inh: 3	HDAC3 inhib: u	HSP90 inh: 1	HSF1 inh: -1	GSK3B inh: 6	HSF-1 act: -17	PolyA inhibitor: i	Dyrk1A ADPGlo: x
CCc1ccc(Nc2nnc(SCC(=O)N(C)CC(=O)Nc3ccccc3CC)s2)cc1
  AI-2 QS mod: 33	Platelet DG rel: 6	GSK3A inh: -2	HDAC3 inhib: -6	HSP90 inh: -3	HSF1 inh: 5	GSK3B inh: 3	HSF-1 act: 12	PolyA inhibitor: i	Dyrk1A ADPGlo: -4

Bioassay records as filed in PubChem.
